Screens deposited in PubChem BioAssay by The Scripps Research Institute Molecular Screening Center.
PRMT1 inh: blocks human protein arginine methyltransferase 1 | recombinant PRMT1, activity-based probe fluorescence polarization | inhibition, % at 2.79 µM | hit rate 1.3% among 370,000 | AID 652257;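 active = inhibition above about 21% made by adding two undisclosed values, limit read from the data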
TDP2 inh: blocks human TDP2 phosphodiesterase activity | inhibition, % at 12.8 µM | AID 720702 | hit rate 0.34% among 370,000 | recombinant TDP2, T5PNP hydrolysis, p-nitrophenol absorbance 415 nm | O95551;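 active = inhibition above the mean of all tested compounds plus 3 SD, set per campaign, cut at about 25% in these data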;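 also: 0% = DMSO with enzyme and 100% = buffer with substrate but no TDP2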
Target sequence (O95551 whole entry, looked up): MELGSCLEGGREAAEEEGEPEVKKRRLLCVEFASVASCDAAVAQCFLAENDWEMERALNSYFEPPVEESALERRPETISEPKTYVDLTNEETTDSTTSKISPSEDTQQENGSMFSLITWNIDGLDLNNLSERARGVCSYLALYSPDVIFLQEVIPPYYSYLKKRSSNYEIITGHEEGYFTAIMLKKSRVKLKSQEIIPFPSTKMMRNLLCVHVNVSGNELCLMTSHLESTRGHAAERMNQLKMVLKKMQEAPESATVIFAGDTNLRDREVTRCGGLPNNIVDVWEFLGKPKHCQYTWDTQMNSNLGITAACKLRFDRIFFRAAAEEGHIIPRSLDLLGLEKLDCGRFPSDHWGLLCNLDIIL
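Assay system: recombinant human TDP2 / Reagent: T5PNP substrate at 5 mM, a TopII-DNA adduct mimic / Measured by: epi absorbance from released p-nitrophenol / Evaluation: % inhibition relative to enzyme-containing and enzyme-free wells / Control set: enzyme-free and DMSO wells / Replicates: each compound tested once, singlicate / Schedule: enzyme reaction with compound for 2 h at 37 °C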
HTRA1 inhibitor: inhibitors of human serine peptidase HTRA1; Q92743; recombinant HTRA1, FP-rhodamine activity-based probe, fluorescence polarization; inhibition, % at 5.96 µM; hit rate 0.5% among 340,000; in the data active = inhibition above about 36%;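 also: 0% = enzyme with DMSO and 100% = wells lacking enzyme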
DDE Tn7 FP inh: DD(E)-Tn7 binding inhibition, primary FP screen; P02675; FP displacement of FITC-Tn7 peptide from fibrin DD(E); 0% = median of compound wells per plate; inhibition, % at 8.3 µM; hit rate 0.13% among 370,000; AID 720508;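 active = inhibition above the mean of compounds falling within the control limits plus 3 SD of them, cut at about 14% in these data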;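 also: 0% = plate median of compound wells and 100% = 10 µM Aha-Tn7 peptide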
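System: human fibrin DD(E); quantity: Fibrin-DD(E) at 2 µM final; also added: fluorescent Tn7 probe at 0.1 µM; compound dosing: single nominal test concentration of 8.3 µM per compound; schedule: 10 min preincubation, 3 h with tracer, room temperature; detection: fluorescence polarization of the labelled Tn7 tracer; repeats: one replicate per compound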
SIAE primary: inhibitors of human sialic acid acetylesterase SIAE | Q9HAT2 | SIAE FP-Rh probe binding, fluorescence polarization | inhibition, % at 9.66 µM | hit rate 0.69% among 370,000 | AID 1053197;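 active = inhibition above a cutoff: mean of compounds within the control limits plus 3 SD of those, cut at about 17% in these data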;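 also: 0% = plate median of compound wells and 100% = probe without SIAE protein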
Target sequence (Q9HAT2 whole entry, looked up): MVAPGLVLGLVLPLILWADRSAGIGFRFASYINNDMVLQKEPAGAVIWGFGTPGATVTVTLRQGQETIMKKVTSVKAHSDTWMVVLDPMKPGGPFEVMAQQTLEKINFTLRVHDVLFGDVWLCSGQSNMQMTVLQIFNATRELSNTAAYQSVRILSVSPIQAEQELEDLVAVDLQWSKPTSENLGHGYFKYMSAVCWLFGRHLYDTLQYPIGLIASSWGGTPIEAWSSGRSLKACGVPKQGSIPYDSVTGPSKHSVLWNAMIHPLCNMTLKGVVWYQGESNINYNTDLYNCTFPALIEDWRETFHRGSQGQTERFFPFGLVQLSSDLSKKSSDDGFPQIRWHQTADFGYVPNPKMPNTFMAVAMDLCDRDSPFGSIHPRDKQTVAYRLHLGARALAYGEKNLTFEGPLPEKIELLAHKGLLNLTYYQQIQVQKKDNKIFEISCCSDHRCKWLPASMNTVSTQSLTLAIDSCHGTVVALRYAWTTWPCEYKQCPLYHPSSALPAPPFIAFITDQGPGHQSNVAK
TCR CD3 inh: human TCR-CD3 binding inhibition; TAMRA-labeled TCR probe fluorescence, biochemical; hit rate 0.37% among 360,000; AID 651800; inhibition, % at 9.4 µM; in the data active = inhibition above about 19%;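 also: recombinant mutant TCR 2C K166C tagged with TAMRA read by polarization; 0% = receptor in buffer alone and 100% = receptor with positive control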
UHRF1 binding: human UHRF1 methylated DNA binding inhibitors. UHRF1 binding to methylated oligo, TR-FRET. inhibition, % at 4.4 µM. hit rate 0.75% among 370,000. Q96T88; in the data active = inhibition above about 21%;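 also: UHRF1 SRA domain binding a hemimethylated CpG hairpin DNA probe; 0% = median of test compound wells and 100% = reference inhibitor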
PG9 Ab binder: small molecules binding HIV-1 gp120 antibody PG9 | TR-FRET gp120-PG9 antibody binding | inhibition, % at 6.7 µM | hit rate 0.43% among 360,000 | AID 624416; in the data active = inhibition above about 8.5%
ABHD4 inh: inhibits mouse alpha/beta hydrolase domain 4 | Q8VD66 | purified mABHD4, FP-Rh probe fluorescence polarization | inhibition, % at 8.92 µM | hit rate 0.54% among 370,000 | AID 720543;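 active = inhibition exceeding the mean over every tested compound plus 3 SD, cut at about 30% in these data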;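 also: 0% = plate median of compound wells and 100% = S159A mutant with DMSO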
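Assay system: mouse ABHD4 enzyme, wild type / Also added: fluorescent activity-based probe FP-Rh / Doses: single nominal dose of 8.92 µM, 0.89% DMSO final / Timing: 45 min compound pre-incubation plus 60 min probe step, 25 °C / Signal: FP readout, ex 525 nm / em 598 nm / Control set: S159A mutant/DMSO as 100%, compound-well median as 0%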
LEDGF integ inh: blocks HIV-1 LEDGF/p75-dependent DNA integration; TR-FRET IN-LEDGF/p75 DNA integration, Eu/Cy5; inhibition, % at 3.7 µM; hit rate 0.64% among 370,000; AID 743269;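 active = inhibition above the screen-wide mean plus 3 SD, cut at about 13% in these data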;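 also: signal is the Cy5 over europium emission ratio at 671 and 618 nm; 0% = plate median of compound wells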
Active calls of the source: *. Random draw from the library. About 4.2% of those tested had a hit in this group.

How did C=CCn1c(SCc2cc(=O)n3cc(C)ccc3n2)nnc1-c1ccc(F)cc1 do in these assays?
PRMT1 inh: -4; TDP2 inh: -6; HTRA1 inhibitor: 0; DDE Tn7 FP inh: 0; SIAE primary: -6; TCR CD3 inh: 0; UHRF1 binding: -1; PG9 Ab binder: -0.2; ABHD4 inh: 1; LEDGF integ inh: -2

How did CCCCn1c(SCC(=O)N2CCCC2)nc2cc(S(N)(=O)=O)ccc21 do in these assays?
PRMT1 inh: 2; TDP2 inh: -5; HTRA1 inhibitor: 4; DDE Tn7 FP inh: 11; SIAE primary: -8; TCR CD3 inh: -3; UHRF1 binding: 2; PG9 Ab binder: 0.2; ABHD4 inh: -2; LEDGF integ inh: -7

Results for CC(C)C[C@@H]1Cc2[nH][nH]c(=O)c2[C@H](CCc2ccccc2)O1 ?
PRMT1 inh: 2; TDP2 inh: 9; DDE Tn7 FP inh: 9; SIAE primary: 9; TCR CD3 inh: -8; UHRF1 binding: -7; PG9 Ab binder: -1.1; ABHD4 inh: -4; LEDGF integ inh: 1

How did COc1ccc(NC(=O)NS(=O)(=O)c2ccc(C)cc2)cc1OC do in these assays?
PRMT1 inh: 1; TDP2 inh: 5; HTRA1 inhibitor: -4; DDE Tn7 FP inh: 2; SIAE primary: 7; TCR CD3 inh: 3; UHRF1 binding: -3; PG9 Ab binder: -1.7; ABHD4 inh: 5; LEDGF integ inh: -3

How did CCCCNC(=S)Nc1cc([N+](=O)[O-])ccc1C do in these assays?
PRMT1 inh: 3; TDP2 inh: -2; HTRA1 inhibitor: -2; DDE Tn7 FP inh: 1; SIAE primary: 2; TCR CD3 inh: -4; UHRF1 binding: 5; PG9 Ab binder: -0.3; ABHD4 inh: 0; LEDGF integ inh: 0

What do the screens show for `CCCc1ccc(-c2c(C)sc(NC(=O)c3ccnn3C)c2C#N)cc1`?
PRMT1 inh: -1; TDP2 inh: -6; HTRA1 inhibitor: -4; DDE Tn7 FP inh: 2; SIAE primary: 2; TCR CD3 inh: 2; UHRF1 binding: -2; PG9 Ab binder: 0.7; ABHD4 inh: -3; LEDGF integ inh: -1

Results for COc1cc(NC(=O)CSc2nnc3ccccn23)cc(OC)c1 ?
PRMT1 inh: -7; TDP2 inh: -11; HTRA1 inhibitor: 4; DDE Tn7 FP inh: -7; SIAE primary: 4; TCR CD3 inh: 0; UHRF1 binding: -2; PG9 Ab binder: -0.9; ABHD4 inh: 1; LEDGF integ inh: 0

Results for CCN1CCN(C(=O)Nc2cccc(C(F)(F)F)c2)CC1 ?
PRMT1 inh: 1; TDP2 inh: 3; HTRA1 inhibitor: 0; DDE Tn7 FP inh: -4; SIAE primary: 6; TCR CD3 inh: 7; UHRF1 binding: -4; PG9 Ab binder: 0.1; ABHD4 inh: 0; LEDGF integ inh: 3

What do the screens show for `COC(=O)c1ccc(Sc2nnnn2-c2ccccc2)c([N+](=O)[O-])c1`?
PRMT1 inh: 1; TDP2 inh: 4; HTRA1 inhibitor: -5; DDE Tn7 FP inh: 3; SIAE primary: 5; TCR CD3 inh: 1; UHRF1 binding: -2; PG9 Ab binder: -0.9; ABHD4 inh: 2; LEDGF integ inh: 0

How did COc1ccc(CCNS(=O)(=O)c2cccs2)cc1 do in these assays?
PRMT1 inh: -2; TDP2 inh: 3; HTRA1 inhibitor: -1; DDE Tn7 FP inh: 4; SIAE primary: 1; TCR CD3 inh: 9; UHRF1 binding: -2; PG9 Ab binder: 1.1; ABHD4 inh: -10; LEDGF integ inh: 1

What do the screens show for `CC1C(=O)NC(=O)C1c1ccccc1` (centres undefined)?
PRMT1 inh: 6; TDP2 inh: -2; HTRA1 inhibitor: -5; DDE Tn7 FP inh: 1; SIAE primary: -6; TCR CD3 inh: -1; UHRF1 binding: 4; PG9 Ab binder: 0.9; ABHD4 inh: -22; LEDGF integ inh: 2

What do the screens show for `CC1CC(C)CN(S(=O)(=O)c2ccc3oc(=O)ccc3c2)C1` (centres undefined)?
PRMT1 inh: 9; TDP2 inh: -7; HTRA1 inhibitor: 1; DDE Tn7 FP inh: 3; SIAE primary: 2; TCR CD3 inh: 3; UHRF1 binding: 1; PG9 Ab binder: -0.8; ABHD4 inh: -9; LEDGF integ inh: -1

How did Cc1cc(C)c(NC(=S)NC(=O)c2c(Cl)c(C)nn2C)c([N+](=O)[O-])c1 do in these assays?
PRMT1 inh: -4; TDP2 inh: 2; HTRA1 inhibitor: 4; DDE Tn7 FP inh: 4; SIAE primary: -3; TCR CD3 inh: 4; UHRF1 binding: -2; PG9 Ab binder: -0.9; ABHD4 inh: -3; LEDGF integ inh: 1

How did Cn1cnnc1SCC(=O)NC1CCCc2ccccc21 (centres undefined) do in these assays?
PRMT1 inh: -1; TDP2 inh: 3; HTRA1 inhibitor: 3; DDE Tn7 FP inh: -1; SIAE primary: 7; TCR CD3 inh: 5; UHRF1 binding: -1; PG9 Ab binder: -1.1; ABHD4 inh: 4; LEDGF integ inh: 2

How did COc1ccc(OC)c(C2C(C(=O)c3cc4ccccc4o3)=C(O)C(=O)N2c2cc(C)on2)c1 (centres undefined) do in these assays?
PRMT1 inh: 2; TDP2 inh: -1; HTRA1 inhibitor: -4; DDE Tn7 FP inh: -3; SIAE primary: -3; TCR CD3 inh: -15; UHRF1 binding: 0; PG9 Ab binder: 6.1; ABHD4 inh: -4; LEDGF integ inh: 4

Two records picked at random from the list so far:
How did COc1ccc(NC(=O)NS(=O)(=O)c2ccc(C)cc2)cc1OC do in these assays?
PRMT1 inh: 1; TDP2 inh: 5; HTRA1 inhibitor: -4; DDE Tn7 FP inh: 2; SIAE primary: 7; TCR CD3 inh: 3; UHRF1 binding: -3; PG9 Ab binder: -1.7; ABHD4 inh: 5; LEDGF integ inh: -3

Results for CCN1CCN(C(=O)Nc2cccc(C(F)(F)F)c2)CC1 ?
PRMT1 inh: 1; TDP2 inh: 3; HTRA1 inhibitor: 0; DDE Tn7 FP inh: -4; SIAE primary: 6; TCR CD3 inh: 7; UHRF1 binding: -4; PG9 Ab binder: 0.1; ABHD4 inh: 0; LEDGF integ inh: 3

The main list resumes, starting 2 compounds before the break.
How did Cn1cnnc1SCC(=O)NC1CCCc2ccccc21 (centres undefined) do in these assays?
PRMT1 inh: -1; TDP2 inh: 3; HTRA1 inhibitor: 3; DDE Tn7 FP inh: -1; SIAE primary: 7; TCR CD3 inh: 5; UHRF1 binding: -1; PG9 Ab binder: -1.1; ABHD4 inh: 4; LEDGF integ inh: 2

How did COc1ccc(OC)c(C2C(C(=O)c3cc4ccccc4o3)=C(O)C(=O)N2c2cc(C)on2)c1 (centres undefined) do in these assays?
PRMT1 inh: 2; TDP2 inh: -1; HTRA1 inhibitor: -4; DDE Tn7 FP inh: -3; SIAE primary: -3; TCR CD3 inh: -15; UHRF1 binding: 0; PG9 Ab binder: 6.1; ABHD4 inh: -4; LEDGF integ inh: 4

What do the screens show for `CCn1c(CCNC(=O)c2ccc(F)cc2)nc2ccccc21`?
PRMT1 inh: 0; TDP2 inh: 9; HTRA1 inhibitor: -4; DDE Tn7 FP inh: 6; SIAE primary: 2; TCR CD3 inh: 5; UHRF1 binding: 0; PG9 Ab binder: 0.1; ABHD4 inh: 8; LEDGF integ inh: -3

What do the screens show for `O=C1S/C(=C\c2ccc(O)c([N+](=O)[O-])c2)C(=O)N1c1ccccc1Cl`?
PRMT1 inh: 2; TDP2 inh: 1; HTRA1 inhibitor: 8; DDE Tn7 FP inh: 1; SIAE primary: -5; TCR CD3 inh: 7; UHRF1 binding: -1; PG9 Ab binder: 0.6; ABHD4 inh: 55*; LEDGF integ inh: 3

Results for COc1ccccc1/C=C/C(=O)OCC(=O)NC(=O)NC1CCCC1 ?
PRMT1 inh: 1; TDP2 inh: 6; HTRA1 inhibitor: -7; DDE Tn7 FP inh: 4; SIAE primary: 1; TCR CD3 inh: -2; UHRF1 binding: 1; PG9 Ab binder: 0.9; ABHD4 inh: -7; LEDGF integ inh: -1

Results for NC(=O)c1ccsc1NC(=O)c1ccc(S(=O)(=O)N2CCCc3ccccc32)cc1 ?
PRMT1 inh: 1; TDP2 inh: 5; HTRA1 inhibitor: -102; DDE Tn7 FP inh: 1; SIAE primary: -83; TCR CD3 inh: 1; UHRF1 binding: -1; PG9 Ab binder: -0.3; ABHD4 inh: -85; LEDGF integ inh: 0

What do the screens show for `O=C(OCn1cncn1)c1ccc(Cl)cc1Cl`?
PRMT1 inh: 1; TDP2 inh: 10; HTRA1 inhibitor: 2; DDE Tn7 FP inh: 4; SIAE primary: 1; TCR CD3 inh: 4; UHRF1 binding: -1; PG9 Ab binder: 0.3; ABHD4 inh: -5; LEDGF integ inh: -2

What do the screens show for `CCN(CC(=O)Nc1ccc2c(c1)OCCO2)C(=O)CSCC(=O)Nc1ccc(C)cc1`?
PRMT1 inh: 0; TDP2 inh: 4; HTRA1 inhibitor: -3; DDE Tn7 FP inh: 0; SIAE primary: -3; TCR CD3 inh: 2; UHRF1 binding: 0; PG9 Ab binder: 1.8; ABHD4 inh: 6; LEDGF integ inh: -2

Results for CSc1ncccc1C(=O)OCC(=O)c1ccc(C)s1 ?
PRMT1 inh: 2; TDP2 inh: 6; HTRA1 inhibitor: 4; DDE Tn7 FP inh: -1; SIAE primary: 9; TCR CD3 inh: -6; UHRF1 binding: -1; PG9 Ab binder: 16*; ABHD4 inh: -2; LEDGF integ inh: 0

What do the screens show for `CC(=O)NC(Cc1ccccc1C)C(=O)NC1CCN(c2ncccc2[N+](=O)[O-])CC1` (centres undefined)?
PRMT1 inh: -3; TDP2 inh: 8; DDE Tn7 FP inh: -2; SIAE primary: -6; TCR CD3 inh: 5; UHRF1 binding: -2; PG9 Ab binder: -1.5; ABHD4 inh: 0; LEDGF integ inh: -1

What do the screens show for `CC1=CC(=C(C#N)c2nc3ccccc3s2)C=C(C)N1c1ccc(F)cc1`?
PRMT1 inh: -2; TDP2 inh: -4; HTRA1 inhibitor: 2; DDE Tn7 FP inh: -3; SIAE primary: 16; TCR CD3 inh: 2; UHRF1 binding: -1; PG9 Ab binder: -1.0; ABHD4 inh: 5; LEDGF integ inh: 2

Results for CCNc1nc(Oc2ccc(OC)cc2)cc(C(F)(F)F)n1 ?
PRMT1 inh: 2; TDP2 inh: 6; HTRA1 inhibitor: -7; DDE Tn7 FP inh: 9; SIAE primary: -6; TCR CD3 inh: -6; UHRF1 binding: 2; PG9 Ab binder: -0.4; ABHD4 inh: -9; LEDGF integ inh: -5

What do the screens show for `CSCC[C@H](NS(=O)(=O)c1ccc(C)cc1)C(=O)N1CCC(C(=O)N[C@H](C(=O)O)c2ccccc2)CC1`?
PRMT1 inh: -6; TDP2 inh: -3; HTRA1 inhibitor: -2; DDE Tn7 FP inh: -1; SIAE primary: -8; TCR CD3 inh: 2; UHRF1 binding: 1; PG9 Ab binder: -0.9; ABHD4 inh: -3; LEDGF integ inh: 0
